High-throughput results: PubChem BioAssay, several laboratories
PPARg SRC-1 ag – PPARgamma-driven SRC-1 recruitment agonism. activation, % at 8 µM. PPARgamma-SRC-1 coactivator recruitment biochemical assay. P37231. AID 631. actives 0.41% (n = 200,000); in the data active means activation above about 19%;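 further: 0% = DMSO and 100% = reference agonist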
Target sequence (P37231 whole entry, looked up): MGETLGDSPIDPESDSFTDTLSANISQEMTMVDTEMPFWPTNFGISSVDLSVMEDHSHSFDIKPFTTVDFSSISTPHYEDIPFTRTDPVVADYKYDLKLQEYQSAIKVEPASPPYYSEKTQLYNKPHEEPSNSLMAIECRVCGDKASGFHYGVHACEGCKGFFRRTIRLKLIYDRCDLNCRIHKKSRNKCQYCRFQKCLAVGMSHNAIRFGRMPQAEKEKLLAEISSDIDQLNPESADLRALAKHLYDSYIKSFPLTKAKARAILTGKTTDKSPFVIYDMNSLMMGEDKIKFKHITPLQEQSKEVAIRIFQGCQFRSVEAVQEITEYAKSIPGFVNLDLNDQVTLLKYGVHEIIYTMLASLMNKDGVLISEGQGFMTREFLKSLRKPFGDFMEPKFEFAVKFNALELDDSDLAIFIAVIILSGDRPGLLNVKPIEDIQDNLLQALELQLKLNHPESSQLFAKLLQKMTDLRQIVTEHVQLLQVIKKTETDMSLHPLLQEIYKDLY
TNAP act hi DEA – increases human TNAP activity under high phosphate acceptor concentration; P05186; purified TNAP, CDP-star luminescence, 1 M DEA, 30 min; hits give high values; 0 = EDTA background, 1 = DMSO-only activity; activation factor at 20 µM; 200,000 tested, under 10 active;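 active means activation factor at least 2 at 20 µM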
Target sequence (P05186 whole entry, looked up): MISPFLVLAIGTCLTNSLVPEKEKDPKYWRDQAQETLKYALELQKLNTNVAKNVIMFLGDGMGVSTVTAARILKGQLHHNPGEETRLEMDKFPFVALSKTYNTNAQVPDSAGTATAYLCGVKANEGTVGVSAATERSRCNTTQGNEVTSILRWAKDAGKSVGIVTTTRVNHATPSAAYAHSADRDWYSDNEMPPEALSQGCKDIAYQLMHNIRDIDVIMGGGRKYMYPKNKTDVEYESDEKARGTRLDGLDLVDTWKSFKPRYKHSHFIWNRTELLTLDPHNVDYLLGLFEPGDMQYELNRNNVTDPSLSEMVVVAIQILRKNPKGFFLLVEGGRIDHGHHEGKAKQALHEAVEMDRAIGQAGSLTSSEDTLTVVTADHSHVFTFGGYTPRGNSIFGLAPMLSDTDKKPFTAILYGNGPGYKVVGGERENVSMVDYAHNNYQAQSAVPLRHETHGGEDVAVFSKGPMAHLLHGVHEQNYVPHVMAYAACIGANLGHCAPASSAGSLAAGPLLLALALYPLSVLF
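Dosing: 20 µM single point. System: human TNAP. Amount: TNAP 1/800 final. Incubation: 30 min, room temperature. Read-out: TNAP activation factor scaled between EDTA and DMSO control wells. Signal: luminescence from CDP-star hydrolysis. Medium: 1 M DEA, pH 9.8, Mg2+, Zn2+. Control set: EDTA negative control, DMSO positive control.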
PPARg SRC2 recr – PPARgamma-driven SRC-2 recruitment agonism. P37231. PPARgamma LBD-SRC-2 recruitment, biochemical. activation, % at 8 µM. actives 0.34% (n = 200,000). AID 1032; in the data active means activation above about 22%;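 further: 0% = vehicle and 100% = reference agonist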
STAT1 inh – STAT1 signaling inhibition | actives 0.35% (n = 200,000) | inhibition, % at 5.5 µM | AID 920 | NIH 3T3 STAT1-luciferase reporter, IFN-gamma, luminescence;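 active means inhibition above a set limit, the mean inhibition across all tested compounds plus 3 SD, cut at about 34% in these data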;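 further: 0% = IFN-gamma with DMSO and 100% = IFN-gamma with 300 µM nifuroxazide; values of inactives mirror those of a sister screen read the other way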
PPARg SRC-3 ag – PPARgamma-driven SRC-3 recruitment agonism; activation, % at 8 µM; AID 731; actives 0.26% (n = 200,000); biochemical PPARgamma/SRC-3 coactivator recruitment assay; P37231; in the data active means activation above about 23%;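 further: 0% = DMSO and 100% = reference agonist; some compounds past the cut are filed as inactive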
bIAP inh – blocks bovine intestinal alkaline phosphatase activity; purified bovine IAP, CDP-star luminescence, 30 min; AID 1019; inhibition, % at 20 µM; 190,000 tested, under 10 active;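 active means over 50% inhibition of intestinal alkaline phosphatase at 20 µM in the single-dose screen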
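System: Purified bovine intestinal alkaline phosphatase (IAP) enzyme | Input: IAP diluted 1/65,000,000 in the well | Also added: CDP-star chemiluminescent phosphatase substrate, 30 µM final | Dosing: 20 µM single dose | Times: Enzyme reaction for 30 min at room temperature | Detection: Luminescence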
STAT3 act – STAT3 signaling activation; U3A cells, IL-6 STAT3-luciferase reporter, luminescence; 100% = signal with IL-6 EC80 alone; activation (% of control), % at 5.6 µM; actives 0.91% (n = 190,000); AID 871;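 active means activation above the screen-wide mean of compound activation plus 3 SD, cut at about 130% in these data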;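 further: 0% = background luminescence of wells with medium and substrate only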
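Assay system – human STAT1-deficient U3A cells with stable STAT3-luciferase reporter · Also added – IL-6 (33 ng/mL) · Schedule – compound 1 h, then IL-6 6 h at 37 °C · Technique – reporter luminescence signal · Evaluation – % activation versus median of IL-6-stimulated wells · Benchmarks – IL-6-only wells as 100% reference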
ROMK primary – human ROMK K+ channel modulation, primary screen | P48048 | Tet-inducible ROMK, thallium flux fluorescence; actives lie on both sides | B-score at 10 µM | actives 2% (n = 130,000);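 active means signal ratio slope over the read window, or its plate-corrected B-score, at least 3 SD from the plate mean, either direction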;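 further: B-score of the F/F0 ratio slope over 7 to 12 s after thallium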
bIAP act – intestinal alkaline phosphatase (bovine) activation. purified bovine IAP, CDP-star luminescence, 30 min; hits give high values; fold of DMSO-control signal, blank-subtracted. activation factor at 20 µM. actives 0.17% (n = 200,000);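 active means activation factor of 2 or more at 20 µM, a signal rise over negative controls twice the positive control's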
SRC2 TRFRET art – counter-screen for PPARgamma SRC-2 recruitment agonists: TR-FRET artefact. AID 1049. actives 0.4% (n = 200,000). hits give high values. TR-FRET ratio at 8 µM; in the data active means TR-FRET ratio above about 2000; further: inactives centre near 1500
STAT3 blocker – inhibitors of IL-6 induced STAT3 signaling | U3A cells, IL-6 STAT3-luciferase reporter, luminescence; host cell line lacks STAT1 | inhibition, % at 5.5 µM | actives 0.89% (n = 190,000);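 active means inhibition above the mean inhibition across all screened compounds plus 3 SD, cut at about 44% in these data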;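 further: 0% = DMSO only wells and 100% = 100 µM nifuroxazide control wells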
Numbers without * were called inactive; · = no result given.

SMILES	PPARg SRC-1 ag	TNAP act hi DEA	PPARg SRC2 recr	STAT1 inh	PPARg SRC-3 ag	bIAP inh	STAT3 act	ROMK primary	bIAP act	SRC2 TRFRET art	STAT3 blocker
O=C(NCc1cccnc1)c1ccc(=O)oc1	-2	1	11	-7	3	9	110	0.9	0.9	1697	-8
CCOC(=O)c1c(NCC(C)C)c2ccccc2[nH]c1=O	5	0.9	9	4	3	18	88	0.51	0.8	1587	19
COc1ccc(C(=O)NCC(=O)N/N=C(C)\C=C\c2ccccc2)cc1OC	9	1	2	1	5	3	92	0.78	1	1609	14
CC(C)(NO)/C(=N\O)c1ccccc1	-1	1.1	9	2	1	2	105	·	1	1644	-2
CCCc1nc(SCC(=O)c2ccccc2)c2c(=O)n(C)c(=O)n(C)c2n1	1	1	-1	-1	-7	-1	75	·	1	1434	37
O=C1NC(=O)C(c2cn(-c3ccccc3)nc2-c2ccc(F)cc2)N1 (centres undefined)	3	1.1	4	-2	-4	7	112	0.022	0.9	1607	-13
COc1ccc(Cc2n[nH]c(=S)n2C)cc1Br	0	1.1	4	-9	-5	-2	102	·	1	1560	0
CCOc1ccc2oc(-c3ccccc3)c(C(=O)N3CCN(CCO)CC3)c2c1	0	1	-5	1	0	3	103	·	1	1461	-2
Cc1ccccc1C(=O)N1CCN(c2ccc(NC(=O)CSc3ccc(Cl)cc3)cc2)CC1	3	1	-2	2	14	-8	76	·	1.1	1633	32
CO/N=C(\CS(=O)(=O)Cc1ccc(OC)cc1)c1ccc(Cl)cc1	16	1.1	3	4	10	16	108	·	0.8	1717	1
CCOC(=O)C1=C(C)NC2=C(C(=O)CCC2)C1c1cn(Cc2ccc(Cl)cc2Cl)nc1-c1ccccc1 (centres undefined)	4	1.1	9	13	8	-7	112	-1.9	1.1	1594	-5
COc1ccc(-n2nc3c(c2NC(=O)C2CC2)CS(=O)C3)cc1 (centres undefined)	0	1.1	-8	1	1	5	105	·	0.9	1493	-4
O=C(N/C(=C/c1ccco1)C(=O)N1CCCCC1)c1cccs1	6	1	10	-2	12	5	99	·	1	1593	6
O=C(NCc1nnc(SCC(=O)N2CCCC2)o1)c1ccco1	-2	1.1	6	7	-3	6	95	0.99	0.9	1541	10
CSc1nc2c(c(=O)[nH]1)C(c1ccc(F)cc1)CC(=O)N2 (centres undefined)	9	1.1	9	4	2	-4	96	-0.22	1	1589	10
COc1ccc(OC)c(NC(=O)c2ccno2)c1	-1	1	-3	-5	-1	-5	92	0.94	1.1	1503	15
Cc1c2cnn(CC(=O)Nc3c(F)c(F)cc(F)c3F)c(=O)c2c(C)n1Cc1ccccc1F	6	1	-5	8	-1	-10	98	·	1.1	1446	4
Nc1nnc(SCC(=O)OCC(=O)Nc2ccccc2F)s1	0	1	2	-2	6	0	108	0.57	1	1537	-3
Cc1nnc(SCCC#N)n(CCC#N)c1=O	-3	1	2	-4	-9	9	104	-0.3	0.9	1552	2
CC(=O)N1CCc2ccc(S(=O)(=O)N3CC(C)OC(C)C3)cc21 (centres undefined)	-2	1	-3	-8	-1	6	102	·	0.9	1611	-3
FC(F)(F)c1cccc(N2CCN(C(=S)NC3CCCC3)CC2)c1	-3	1	-4	6	2	3	95	·	1	1413	12
O=C(NCc1ccco1)/C(=C/c1cccnc1)NC(=O)c1cccc(Br)c1	3	1	4	-3	3	7	105	-1.4	0.9	1418	2
CN(C)c1ccc(/C=[N+](\[O-])C(C)(C)/C=N/O)cc1	-3	1	2	0	1	16	108	-0.13	0.8	1369	-1
CCCCC(CCCCl)C(=O)Nc1ccccc1 (centres undefined)	5	1.1	3	8	4	4	97	0.1	1	1652	8
CC(C)C(=O)N1CCN(c2ccc(NC(=O)c3ccc4c(c3)OCCO4)cc2Cl)CC1	0	1	6	0	-10	-2	83	-0.95	1	1414	26
SMILES	PPARg SRC-1 ag	TNAP act hi DEA	PPARg SRC2 recr	STAT1 inh	PPARg SRC-3 ag	bIAP inh	STAT3 act	ROMK primary	bIAP act	SRC2 TRFRET art	STAT3 blocker
CN(Cc1nc(-c2cccnc2)no1)S(=O)(=O)c1ccccc1	0	1.1	8	-1	13	8	89	·	0.9	1550	18
Cc1cc(C(=O)NCC2COc3ccccc3O2)c2ccccc2n1 (centres undefined)	0	1	4	9	1	-12	106	-1.8	1.1	1593	-2
COc1ccc(N=Nc2nc(-c3ccccc3)c(-c3ccccc3)[nH]2)cc1	-3	0.6	6	8	1	12	102	·	0.9	1809	-3
CCOC(=O)c1[nH]c2ccc(OC)cc2c1NC(=O)CCN1CCC(C)CC1	3	1	5	2	14	-10	104	1.3	1.1	1606	-5
COc1cccc(NC(=O)CSc2nccn2-c2cccc(OC)c2)c1	8	1.1	5	7	0	24	102	·	0.8	1418	-1
Cc1nn2cc(-c3ccccc3)nc2s1	-5	1.1	6	-49	0	15	58	·	0.8	1602	52*
COc1cccc(C(=O)Oc2cc(C)[nH]c(=O)c2[N+](=O)[O-])c1OC	-5	1	6	9	3	-2	100	-0.014	1	1425	-1
CC12CCC(C(=O)O)(c3nc(C#N)c(C#N)nc31)C2(C)C (centres undefined)	-6	0.9	16	1	4	4	107	·	1	1437	-3
CC12CCCCN1CCCc1c2[nH]c2ccccc12 (centres undefined)	4	1.1	10	-5	1	13	136*	0.17	0.9	1443	-36
Cc1ccc2c(CC(=O)Nc3nc(C)cs3)coc2c1	0	1.1	2	3	9	24	106	-0.48	0.8	1594	1
O=C(Cn1ccc2ccccc2c1=O)N1CCN(Cc2ccc3c(c2)OCO3)CC1	2	1	-1	2	-6	-6	97	-0.72	1.1	1415	9
Cc1c(C(=O)N/N=C/c2ccc(N3CCOCC3)cc2)nc2ccccn12	2	1	6	11	1	-4	95	-0.25	1	1511	10
CCc1ccc(NC(=O)Nc2cccs2)cc1	4	1	4	-37	7	7	73	-1.7	0.9	1497	35
O=C(CCC1CCCN(C(=O)CC2=CCCCC2)C1)N1CCN(c2ccccn2)CC1 (centres undefined)	1	1	-2	-3	6	0	93	-0.68	1	1496	12
CC(C)(C)[C@H]1C=C(C(=O)NCc2ccccc2)O[C@@H](OCc2ccc(CO)cc2)C1	4	1.1	3	9	1	-2	·	·	1	1453	·
O=C(CSCc1c(Cl)cccc1Cl)Nc1ccccc1-c1ccccc1	0	1.1	2	2	0	-15	104	0.69	1.1	1558	-1
C#CC[N+]1(CC#Cc2ccc(C#CC[N+]3(CC#C)CCOCC3)cc2)CCOCC1	-1	1	2	2	-3	1	99	·	1	1574	6
CCOC(=O)N1CCN(C(=O)c2nc3ccccc3s2)CC1	-3	1	10	-5	-4	6	111	0.025	0.9	1416	-9
Cc1ccc(-c2nnc(N(C)C(=O)C3CCCO3)s2)cn1 (centres undefined)	10	1.1	6	2	-2	6	88	1.1	0.9	1622	16
Cc1cccc(/C=N\NC(=O)c2csnn2)c1	-4	1	0	-29	-8	-1	100	·	1	1640	0
Cc1cccc(C)c1N1CCN(S(=O)(=O)N(C)C)CC1	1	1.1	2	3	3	0	98	-0.77	1	1706	3
COc1ccccc1NC(=O)CN1CCN(c2ccccn2)CC1	2	1	6	-6	0	5	97	·	1	1548	7
CCCSc1nnc(-c2c[nH]c3ccccc23)n1CC	6	1.1	10	-4	0	16	91	·	0.8	1429	19
COc1ccc(/C=C(\C#N)C(=O)NCc2cccs2)cc1OC	6	1	0	4	-1	-15	102	-0.18	1.1	1449	-5
O=C(NCCCN1CCOCC1)c1ccc(Sc2ccccc2Cl)c([N+](=O)[O-])c1	-2	1	-2	-5	1	17	101	-1.2	0.8	1579	-4

Some of the entries so far, with two lines to a compound.
Values run as follows: PPARg SRC-1 ag, TNAP act hi DEA, PPARg SRC2 recr, STAT1 inh, PPARg SRC-3 ag, bIAP inh, STAT3 act, ROMK primary, bIAP act, SRC2 TRFRET art, STAT3 blocker
- CC12CCCCN1CCCc1c2[nH]c2ccccc12 (centres undefined)
  4, 1.1, 10, -5, 1, 13, 136*, 0.17, 0.9, 1443, -36
- Cc1ccc2c(CC(=O)Nc3nc(C)cs3)coc2c1
  0, 1.1, 2, 3, 9, 24, 106, -0.48, 0.8, 1594, 1
- O=C(Cn1ccc2ccccc2c1=O)N1CCN(Cc2ccc3c(c2)OCO3)CC1
  2, 1, -1, 2, -6, -6, 97, -0.72, 1.1, 1415, 9
- Cc1c(C(=O)N/N=C/c2ccc(N3CCOCC3)cc2)nc2ccccn12
  2, 1, 6, 11, 1, -4, 95, -0.25, 1, 1511, 10
- CCc1ccc(NC(=O)Nc2cccs2)cc1
  4, 1, 4, -37, 7, 7, 73, -1.7, 0.9, 1497, 35

Following part.
SMILES	PPARg SRC-1 ag	TNAP act hi DEA	PPARg SRC2 recr	STAT1 inh	PPARg SRC-3 ag	bIAP inh	STAT3 act	ROMK primary	bIAP act	SRC2 TRFRET art	STAT3 blocker
CCc1nnc(NC(=O)CN2C(=O)/C(=C/c3ccc(OC)c(OC)c3)SC2=S)s1	-4	1	3	-7	-5	6	106	-0.014	0.9	1384	-3
COc1ccccc1C(c1nnnn1CC1CCCO1)N1CCC(C(N)=O)CC1 (centres undefined)	3	1	-11	-7	17	16	106	·	0.8	1617	-4
Cn1nc(-c2ccc(Cl)cc2)c2cc(C(=O)N3CCN(c4ccccc4)CC3)sc21	7	1.1	6	8	2	1	138*	·	1	1710	-42
COc1ccc(-c2csc3nc(-c4ccccc4)oc(=O)c23)cc1OC	-3	1	6	8	-3	-32	81	-0.2	1.3	1609	27
Cc1ccc(NS(=O)(=O)c2ccc(CCC(=O)NCc3ccccn3)cc2)cc1	-16	1.1	4	5	2	8	103	-2.2	0.9	1488	6
Cc1cc(C)cc(Nc2nc3c(S(=O)(=O)c4ccccc4)nnn3c3ccccc23)c1	-1	1	5	9	-1	-2	99	0.52	1	1586	1
CC(=O)Nc1ccc(S(=O)(=O)Nc2ccccn2)cc1	-6	1.1	-9	2	-1	4	102	0.021	1	1458	1
Cc1ccc(S(=O)(=O)N2CCN(C(=O)CSc3nnnn3C)C2)cc1	-5	1.1	-1	5	-2	12	92	·	0.9	1508	13
CCOc1cccc(-c2csc(C3COc4ccccc4O3)n2)c1 (centres undefined)	-5	1	4	-9	-2	-4	101	-0.046	1	1534	-2
C=CCSc1nnc(-c2ccccc2NC(C)=O)c(=O)[nH]1	-3	1	3	0	6	-13	98	·	1.1	1606	6
Cc1ccc(NC2c3ncccc3C(=O)N2Cc2cccs2)cc1C (centres undefined)	-7	1	-2	3	1	-4	111	-1	1	1389	-11
COc1ccccc1-c1cc(N)n[nH]1	7	1	-8	-8	9	17	104	·	0.8	1458	1
COc1ccc(/C=N/c2oc(-c3ccccc3)cc2C#N)cc1OC	2	1	0	-5	3	25	109	·	0.8	1708	-5
O=C/C(=C\Nc1ccccn1)c1nc2ccccc2o1	-3	1.1	-3	1	10	16	158*	-0.8	0.8	1392	-66
